CAL PDZ FP-1: blocks peptide binding to the human CAL PDZ domain | Q9HD26 | purified CAL PDZ, TMR-peptide fluorescence polarization, 1 h | inhibition, % at 24.9 µM | actives 0.92% (n = 300,000) | AID 602252;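 active = mean inhibition of at least 30% with at least half of replicates also reaching 30%; inconclusive = no clear call, values can overlap the other calls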;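 note: 0% = DMSO neutral control and 100% = excess unlabeled competitor peptide PRC23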
RTF Ca sens act: increases calcium sensitivity of human cardiac regulated thin filaments; P19429+P45379; IANBD-labeled TnC RTF fluorescence at EC20 calcium; 0% EC20 calcium, 100% full calcium; activation, % at 7.2 µM; actives 0.24% (n = 340,000); AID 493008;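 active = activation above the mean over all tested compounds plus 3 SD, cut at about 30% in these data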;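 note: rise in fluorescence read as greater calcium sensitivity of cardiac thin filaments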
V-ATPase pHluor: yeast V-ATPase proton transport regulation by pHLuorin | S. cerevisiae, pHLuorin cytosolic pH fluorescence | response, % at 10 µM | actives 0.37% (n = 350,000) | AID 504577; in the data active = response mostly above about 7.3%, no sharp cut-off; inactive = mostly below about 5.4%; note: actives read high; inactives centre near 0; some compounds called inactive have numbers as strong as hits
dFosB activator: mouse delta FosB homodimer activation; P13346; purified delta FosB, TAMRA-CDK5 oligo fluorescence polarization; percent of positive-control signal above neutral wells; activation, % at 25 µM; actives 0.99% (n = 340,000); AID 493131;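 active = mean activation above about 17%, with every replicate also reaching it, limit read from the data, passing the limit was not always enough; inconclusive = only one of the two conditions met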;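 note: fluorescence polarization rise as delta FosB binds a TAMRA Cdk5 AP-1 oligo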
Target sequence (P13346 whole entry, looked up): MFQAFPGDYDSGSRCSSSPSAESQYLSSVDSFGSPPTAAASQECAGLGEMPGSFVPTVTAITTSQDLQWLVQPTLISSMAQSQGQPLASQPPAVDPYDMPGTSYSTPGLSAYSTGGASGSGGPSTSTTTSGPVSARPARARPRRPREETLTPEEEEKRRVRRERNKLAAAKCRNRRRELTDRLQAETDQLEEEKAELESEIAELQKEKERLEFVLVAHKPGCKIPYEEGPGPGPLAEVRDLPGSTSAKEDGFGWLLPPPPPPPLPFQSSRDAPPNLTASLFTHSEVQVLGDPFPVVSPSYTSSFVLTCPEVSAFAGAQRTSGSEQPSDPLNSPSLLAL
Tat export inh: E. coli Tat transport inhibition. E. coli MC4100 TorA-mCherry Tat export, fluorescence. inhibition, % at 10 µM. actives 0.036% (n = 340,000);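 active = mean replicate inhibition at least 50% and at least half of replicates individually reaching 50%; inconclusive = only one of the two criteria met; inactive = neither criterion met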;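 note: exported cargo escapes ClpAP degradation while cytoplasmic cargo is degraded and loses fluorescence; 0% = median of neutral control wells and 100% = median of NaSCN control wells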
CDK5 inh: CDK5/p35 (human) kinase inhibition | inhibition, % at 10 µM | actives 0.01% (n = 330,000) | Recombinant CDK5/p35, ADP-Glo luminescence, 60 min | Q00535+Q15078 | AID 488839;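 active = highest replicate inhibition of at least 50% and at least 75% of replicates reaching 50%; inconclusive = only one of the two criteria met; inactive = both criteria failed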;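 note: plate controls were DMSO neutral control for no effect and GW8510 at 10 µM for full effect; many of its hits are not listed in these tables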
Wnt act: activates Wnt/beta-catenin signaling in a reporter cell assay. activator, plate reader. activation, % at 9.35 µM. actives 1.2% (n = 300,000). AID 743398; in the data active = activation above about 30%, passing the limit was not always enough; inconclusive = no clear call, values can overlap the other calls;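 note: 0% = neutral control wells and 100% = positive control wells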
Rtt109 Vps75: inhibitors of Candida albicans Rtt109/Vps75 histone acetyltransferase. Q5AAJ8. purified Rtt109/Vps75, ThioGlo CoA-SH fluorescence, 4 h. inhibition, % at 34.9 µM. actives 0.16% (n = 330,000). AID 540336;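 active = inhibition of at least 50% in every replicate; inconclusive = best replicate reaches 50% inhibition but some replicates fall short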
Target sequence (Q5AAJ8 whole entry, looked up): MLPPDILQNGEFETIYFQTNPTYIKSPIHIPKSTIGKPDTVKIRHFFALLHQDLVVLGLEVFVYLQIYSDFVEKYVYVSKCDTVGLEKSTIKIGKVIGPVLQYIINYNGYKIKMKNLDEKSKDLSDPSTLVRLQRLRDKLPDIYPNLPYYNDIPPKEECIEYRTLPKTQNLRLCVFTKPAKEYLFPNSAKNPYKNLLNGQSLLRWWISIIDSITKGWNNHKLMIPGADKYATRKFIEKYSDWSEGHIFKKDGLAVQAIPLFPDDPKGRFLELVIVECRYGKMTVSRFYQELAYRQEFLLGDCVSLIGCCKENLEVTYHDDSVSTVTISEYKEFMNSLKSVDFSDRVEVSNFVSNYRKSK
MITF act: MITF TRPM1 promoter activation in melanoma cells. SK-MEL-5 TRPM1-promoter luciferase, 24 h; % of positive control, neutral wells = 0. activation, % at 12.5 µM. actives 0.75% (n = 300,000). AID 588334;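 active = mean activation of at least 80% with every replicate also reaching 80%; inconclusive = mean reaches 80% but some replicate falls short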;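 note: 0% = neutral control wells and 100% = parthenolide positive control wells; values of inactives mirror those of a sister screen read the other way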
CAL PDZ FP-2: blocks peptide binding to human CAL PDZ domain; inhibition, % at 20 µM; Q9HD26; actives 0.02% (n = 330,000); purified CAL PDZ, TMR-peptide fluorescence polarization, 1 h; AID 504414;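 active = highest replicate inhibition of at least 40%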;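 note: plate controls were DMSO neutral control wells for no effect and unlabeled competitor peptide control wells for full effect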
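Material – purified CerCALP PDZ construct · Detection – FP readout, S and P plane fluorescence · Measure – percent inhibition from loss of millipolarization · Controls – unlabelled peptide for full inhibition, DMSO wells as neutral · Probe or stimulus – TMR-labelled reporter peptide T*-PRC34 bound in PDZ groove · Times – 1 h at RT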
Starred values were filed as active, the others as inactive. Not a hit list; overall some 4.1% were active at least once.

How did Cc1cc(C(=O)OCC(=O)NC2CCS(=O)(=O)C2)c2ccccc2n1 (stereo unspecified) do in these assays?
RTF Ca sens act: 6; V-ATPase pHluor: 0; dFosB activator: -9; Tat export inh: 8; CDK5 inh: -2.2; Wnt act: -1; Rtt109 Vps75: 0; MITF act: 8; CAL PDZ FP-2: 3.3

Results for NSc1nc(N)c2nc(-c3ccccc3)c(-c3ccccc3)nc2n1 ?
CAL PDZ FP-1: -3; RTF Ca sens act: -3; V-ATPase pHluor: 1; dFosB activator: -5; Tat export inh: -16; CDK5 inh: -0.1; Wnt act: -1; Rtt109 Vps75: 18; MITF act: -3; CAL PDZ FP-2: 0.1

What do the screens show for `Nc1cc(=O)nc(SCC(=O)NC2CCCCC2)n1-c1ccccc1`?
CAL PDZ FP-1: -2; RTF Ca sens act: 4; V-ATPase pHluor: -1; dFosB activator: -4; Tat export inh: -8; CDK5 inh: -0.9; Wnt act: -7; Rtt109 Vps75: -2; MITF act: 6; CAL PDZ FP-2: -2.9

What do the screens show for `CC(=O)Nc1ccc(NC(=O)CSc2nc3ccccc3nc2N2CCCCC2)cc1`?
CAL PDZ FP-1: -2; RTF Ca sens act: 0; V-ATPase pHluor: 0; dFosB activator: inconclusive; Tat export inh: -2; CDK5 inh: 1.3; Wnt act: -2; Rtt109 Vps75: 0; MITF act: 0; CAL PDZ FP-2: -2.5

What do the screens show for `CCOC(=O)CNc1c(N2CCN(c3ccccn3)CC2)c(=O)c1=O`?
RTF Ca sens act: 3; V-ATPase pHluor: -3; dFosB activator: 4; Tat export inh: 3; CDK5 inh: -1.6; Wnt act: -1; Rtt109 Vps75: 10; CAL PDZ FP-2: -0.8

How did CN(c1ccc(OCC(=O)Nc2nc3ccccc3s2)cc1)S(=O)(=O)c1ccccc1 do in these assays?
CAL PDZ FP-1: 3; RTF Ca sens act: -4; V-ATPase pHluor: -1; dFosB activator: 10; Tat export inh: -1; CDK5 inh: -0.1; Wnt act: -1; Rtt109 Vps75: -5; MITF act: -3; CAL PDZ FP-2: -0.1

Results for O=C(CSc1ccc(-c2cccnc2)nn1)N1CCCCCC1 ?
CAL PDZ FP-1: 3; RTF Ca sens act: -2; V-ATPase pHluor: -1; dFosB activator: -11; Tat export inh: 0; CDK5 inh: 1.2; Wnt act: -2; Rtt109 Vps75: -1; MITF act: -12; CAL PDZ FP-2: 0.7

Results for CCOC(=O)CSc1nc2cc3c(cc2cc1CC)OCCO3 ?
CAL PDZ FP-1: -3; RTF Ca sens act: 5; V-ATPase pHluor: -1; dFosB activator: -2; Tat export inh: 15; CDK5 inh: -5.3; Wnt act: -2; Rtt109 Vps75: 3; MITF act: -7; CAL PDZ FP-2: -0.1

How did COc1ccc(C(=O)NC2CCN(CC(=O)NCc3ccccc3F)CC2)cc1 do in these assays?
CAL PDZ FP-1: 4; RTF Ca sens act: 4; V-ATPase pHluor: -2; dFosB activator: -4; Tat export inh: 0; CDK5 inh: 0.4; Wnt act: 4; Rtt109 Vps75: -3; MITF act: -9; CAL PDZ FP-2: -1.0

Results for COCCNC(=O)C1(C)C=CC2(CCCCC2)N1C(=O)c1ccccc1 (stereo unspecified) ?
CAL PDZ FP-1: -3; RTF Ca sens act: 1; V-ATPase pHluor: -6; dFosB activator: 2; Tat export inh: 12; CDK5 inh: -0.9; Wnt act: 3; Rtt109 Vps75: 3; MITF act: -13; CAL PDZ FP-2: -0.1

Results for Cc1ccc(S(=O)(=O)NNC(=O)c2ccc(O)cc2)cc1 ?
CAL PDZ FP-1: -1; RTF Ca sens act: 9; V-ATPase pHluor: 0; dFosB activator: -4; Tat export inh: -9; CDK5 inh: 0.9; Wnt act: 1; Rtt109 Vps75: 1; MITF act: -6; CAL PDZ FP-2: -2.6

How did CCN(CC(=O)NC1CCCC1)S(=O)(=O)c1ccc(Br)cc1 do in these assays?
CAL PDZ FP-1: 4; RTF Ca sens act: -4; V-ATPase pHluor: 0; dFosB activator: -3; Tat export inh: 18; CDK5 inh: -1.4; Wnt act: -3; Rtt109 Vps75: 0; MITF act: 5; CAL PDZ FP-2: -1.3

How did CC1=C(C(=O)OCC(C)C)C2(O)C(=O)c3ccccc3C2(O)N1 (stereo unspecified) do in these assays?
CAL PDZ FP-1: -1; RTF Ca sens act: 2; V-ATPase pHluor: 2; dFosB activator: 0; Tat export inh: -10; CDK5 inh: -0.6; Rtt109 Vps75: -11; MITF act: -14; CAL PDZ FP-2: 0.3

How did COc1ccc(NS(=O)(=O)c2cc(NC(=O)c3ccc(C)s3)ccc2N2CCOCC2)cc1 do in these assays?
CAL PDZ FP-1: -2; RTF Ca sens act: 3; V-ATPase pHluor: -1; dFosB activator: -7; Tat export inh: 1; CDK5 inh: -2.5; Wnt act: 4; Rtt109 Vps75: 24; MITF act: -13; CAL PDZ FP-2: -1.0

Results for Cc1cccn2c(=O)c(C=O)c(N3CCSCC3)nc12 ?
CAL PDZ FP-1: 5; RTF Ca sens act: 1; V-ATPase pHluor: -2; dFosB activator: -2; Tat export inh: -2; CDK5 inh: -1.2; Wnt act: 0; Rtt109 Vps75: 13; CAL PDZ FP-2: -1.2

Results for Clc1ccccc1C1SCC2Nc3ccccc3CN21 (stereo unspecified) ?
CAL PDZ FP-1: -2; RTF Ca sens act: 6; V-ATPase pHluor: 4; dFosB activator: -5; Tat export inh: -3; CDK5 inh: -1.7; Rtt109 Vps75: 0; MITF act: -6; CAL PDZ FP-2: -0.3

How did Cn1cnc2cc(NCc3ccccc3Cl)ccc21 do in these assays?
CAL PDZ FP-1: -2; RTF Ca sens act: -2; V-ATPase pHluor: 1; dFosB activator: -6; Tat export inh: -3; CDK5 inh: 1.0; Wnt act: 14; Rtt109 Vps75: -2; MITF act: inconclusive; CAL PDZ FP-2: 0.3

How did CCCn1c(SCC(=O)Nc2c(C)cccc2CC)nnc1C(C)C do in these assays?
CAL PDZ FP-1: 1; RTF Ca sens act: 9; V-ATPase pHluor: -2; dFosB activator: -1; Tat export inh: -5; CDK5 inh: 0.5; Rtt109 Vps75: 3; MITF act: -9

How did COc1ccc(Cc2noc(CN(C)CC3CCN(Cc4ccccc4)CC3)n2)cc1OC do in these assays?
CAL PDZ FP-1: 0; RTF Ca sens act: -4; V-ATPase pHluor: -1; dFosB activator: -1; Tat export inh: -1; CDK5 inh: -1.1; Wnt act: 0; Rtt109 Vps75: -3; MITF act: -14; CAL PDZ FP-2: -1.9

Results for CC1(C)Cc2c(C#N)c(N)sc(=S)c2CS1 ?
CAL PDZ FP-1: 3; RTF Ca sens act: 1; V-ATPase pHluor: 1; dFosB activator: -12; Tat export inh: 2; CDK5 inh: 2.2; Wnt act: -2; Rtt109 Vps75: 19; MITF act: -1; CAL PDZ FP-2: -2.0

How did Nc1nc(-c2ccccc2)c(CCCOc2ccc([N+](=O)[O-])cc2)c(=O)[nH]1 do in these assays?
CAL PDZ FP-1: -3; RTF Ca sens act: 0; V-ATPase pHluor: -4; dFosB activator: inconclusive; Tat export inh: -8; CDK5 inh: -0.9; Wnt act: -3; Rtt109 Vps75: -2; MITF act: 8; CAL PDZ FP-2: -0.3

How did CCCCCCc1ccc(N2C[C@H](Cc3ccccc3)[C@@H](CC(=O)NCc3ccc(OC)cc3)C2=O)cc1 do in these assays?
CAL PDZ FP-1: -6; RTF Ca sens act: -4; V-ATPase pHluor: -5; dFosB activator: 3; Tat export inh: inconclusive; CDK5 inh: -3.0; Wnt act: -8; Rtt109 Vps75: 5; MITF act: -1; CAL PDZ FP-2: 0.5

Results for Cc1ccn2cc(CCNC(=O)CC3CCCCC3)nc2c1 ?
CAL PDZ FP-1: 0; RTF Ca sens act: -6; dFosB activator: -2; Tat export inh: -3; CDK5 inh: 1.6; Wnt act: -5; MITF act: 10; CAL PDZ FP-2: -2.1

How did C[C@H](NC(=O)c1[nH]cnc1C(=O)Nc1ccc(CNC(=O)OC(C)(C)C)cc1)C(=O)OC(C)(C)C do in these assays?
CAL PDZ FP-1: -4; RTF Ca sens act: -6; V-ATPase pHluor: 2; dFosB activator: -18; Tat export inh: 17; CDK5 inh: -0.2; Wnt act: -3; Rtt109 Vps75: 0; MITF act: 4; CAL PDZ FP-2: -0.3

What do the screens show for `CCn1c(SCC(=O)Nc2ccccc2N2CCCCC2)nc2c1c(=O)n(C)c(=O)n2C`?
CAL PDZ FP-1: -3; RTF Ca sens act: -4; V-ATPase pHluor: -4; dFosB activator: -7; Tat export inh: 7; CDK5 inh: 0.6; Wnt act: -5; Rtt109 Vps75: 3; MITF act: 16; CAL PDZ FP-2: -1.0

What do the screens show for `CCOc1ccc(NC(=O)CCNS(=O)(=O)c2ccc(Br)s2)cc1`?
CAL PDZ FP-1: -3; RTF Ca sens act: 5; V-ATPase pHluor: 0; dFosB activator: 2; Tat export inh: -7; CDK5 inh: 10; Wnt act: 3; Rtt109 Vps75: 7; MITF act: -2; CAL PDZ FP-2: -0.3

Results for CCN(CC)C(=S)SCC(=O)Nc1nc(=O)c2ccccc2s1 ?
CAL PDZ FP-1: -1; RTF Ca sens act: 3; V-ATPase pHluor: -4; dFosB activator: -6; Tat export inh: -10; CDK5 inh: 0.0; Wnt act: 19; Rtt109 Vps75: 5; MITF act: 10; CAL PDZ FP-2: -2.3

What do the screens show for `Cc1ccc(C)c(S(=O)(=O)Nc2ccc(S(=O)(=O)Nc3onc(C)c3C)cc2)c1`?
CAL PDZ FP-1: 0; RTF Ca sens act: 6; V-ATPase pHluor: -4; dFosB activator: 0; Tat export inh: -2; CDK5 inh: 1.0; Rtt109 Vps75: -2; MITF act: -3; CAL PDZ FP-2: -0.7

How did CCCNC(=O)[C@@H]1CCCN1C(=O)C1CCN(S(=O)(=O)c2ccc(C)cc2)CC1 do in these assays?
CAL PDZ FP-1: -3; RTF Ca sens act: 0; V-ATPase pHluor: 5; dFosB activator: 3; Tat export inh: 4; CDK5 inh: -1.7; Wnt act: -2; Rtt109 Vps75: -14; MITF act: 1; CAL PDZ FP-2: -2.1

What do the screens show for `Cc1ccc(CN2CCSc3ccc(C(=O)NCc4cccnc4)cc32)cc1`?
CAL PDZ FP-1: -5; RTF Ca sens act: -7; V-ATPase pHluor: -1; dFosB activator: -1; Tat export inh: -1; CDK5 inh: 2.3; Wnt act: -1; Rtt109 Vps75: -5; MITF act: 0; CAL PDZ FP-2: -1.0
